ALOX12 inh – Primary qHTS assay for inhibitors of human arachidonate 12S-lipoxygenase (ALOX12): Round 2; Potency, µM (titrated, usually from 108 µM), for inactives: top-dose activity change, negative = inhibition, hits mostly inhibitors; AID 1671190, 2021; purified 12hLO, xylenol orange hydroperoxide absorbance; Polyunsaturated fatty acid lipoxygenase ALOX12 (Homo sapiens), P18054; hit rate 1.1% among 580,000; also: potency is read from the fitted curve at half-maximal effect; % is scaled to controls: 0 for no effect and ±100 for the full control effect
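Purified human 12hLO (150 nM final) in 25 mM Hepes, 0.01% Triton X-100, pH 7.0 was preincubated 15 min at room temperature with compound. Then 40 uM arachidonic acid was added, 30 min. Hydroperoxide was read by Fe-XO absorbance ratio 573/405 nm.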
RGS4 inhibitor – Inhibitors of Regulator of G Protein Signaling (RGS) 4: qHTS. Regulator of G-protein signaling 4 (Homo sapiens), P49798. AID 504845, 2011. hit rate 0.039% among 390,000. Transcreener GDP fluorescence polarization, RGS4-accelerated GTP hydrolysis. Potency, µM (top dose mostly 114 µM), inactives show top-dose activity change, negative = inhibition, hits mostly inhibitors; also: potency is read from the fitted curve at half-maximal effect; % is scaled to controls: 0 for no effect and ±100 for the full control effect; nearly all actives have a fitted effect of over 75% in size; some results filed as inactive show a strong effect at the top dose
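MLSMR compounds (23 nl, pin-transferred) preincubated 10 min at room temperature with a 500nM (2x) first reagent, then RGS4 at 900nM (2x) plus Transcreener GDP mix added; fluorescence polarization (620/688 nm) read before and after 90 min at 30 °C.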
LDHA inh – qHTS assay for inhibitors of human lactate dehydrogenase; purified LDHA, NADH/diaphorase-resazurin fluorescence; stronger effect = lower value; activity change, % (values are at about 110 or 230 µM); hit rate 0.15% among 480,000; in the data active = activity change below about -30%; inconclusive = mostly about -25% to -30%;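 also: plate controls were DMSO wells for no effect and wells without enzyme for full effect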
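Human LDH5 at 2 nM final in Tris HCl pH 7.4 with 0.06 mM NADH and 0.2 mM pyruvate, reacted 5 minutes at room temperature. Remaining NADH coupled via diaphorase/resazurin; resorufin fluorescence read at 0 and 20 minutes, normalized to enzyme-free and DMSO wells.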
Pol beta inh – qHTS Assay for Inhibitors of DNA Polymerase Beta; AID 485314, 2010; Potency, µM (titrated, usually from 114 µM), without a hit: top-dose activity change, negative = inhibition, actives largely listed as inhibitors; P06746; hit rate 1.3% among 340,000; Pol beta primer extension/strand displacement, fluorescence kinetic; also: potency is read from the fitted curve at half-maximal effect; % is scaled to controls: 0 for no effect and ±100 for the full control effect
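Curves were derived by four-parameter Hill fits of normalized qHTS data. The kinetic fluorescent primer-extension read was taken at 0 and 10 min after 50 nM substrate, following a 15 min room-temperature preincubation of 10 nM enzyme with compounds.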
Anesthetic bind – qHTS Assay for Identification of Novel General Anesthetics; Ferritin light chain (Equus caballus), P02791; apoferritin/1-aminoanthracene competitive binding, fluorescence; Potency, µM (top dose mostly 77.5 µM), inactives show top-dose activity change, negative = displacement, actives largely listed as inhibitors; hit rate 0.074% among 350,000; AID 485281, 2010; also: potency is read from the fitted curve at half-maximal effect; % is scaled to controls: 0 for no effect and ±100 for the full control effect; nearly all actives have a fitted effect of over 20% in size
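Steps: apoferritin (10 uM) was premixed with half-saturated 1-AMA in PBS, compounds were pin-transferred, plates stood 10 min at room temperature, fluorescence was read at 380/535 nm, and curves were fitted with a Hill equation.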
Pol eta inh – qHTS for Inhibitors of Polymerase Eta; hit rate 1.2% among 390,000; recombinant Pol eta, fluorescent DNA replication assay; Potency, µM (titrated, usually from 114 µM), inactives show top-dose activity change, negative = inhibition, usual class: inhibitors; also: potency is read from the fitted curve at half-maximal effect; % is scaled to controls: 0 for no effect and ±100 for the full control effect
Target sequence (Q9Y253 whole entry, looked up): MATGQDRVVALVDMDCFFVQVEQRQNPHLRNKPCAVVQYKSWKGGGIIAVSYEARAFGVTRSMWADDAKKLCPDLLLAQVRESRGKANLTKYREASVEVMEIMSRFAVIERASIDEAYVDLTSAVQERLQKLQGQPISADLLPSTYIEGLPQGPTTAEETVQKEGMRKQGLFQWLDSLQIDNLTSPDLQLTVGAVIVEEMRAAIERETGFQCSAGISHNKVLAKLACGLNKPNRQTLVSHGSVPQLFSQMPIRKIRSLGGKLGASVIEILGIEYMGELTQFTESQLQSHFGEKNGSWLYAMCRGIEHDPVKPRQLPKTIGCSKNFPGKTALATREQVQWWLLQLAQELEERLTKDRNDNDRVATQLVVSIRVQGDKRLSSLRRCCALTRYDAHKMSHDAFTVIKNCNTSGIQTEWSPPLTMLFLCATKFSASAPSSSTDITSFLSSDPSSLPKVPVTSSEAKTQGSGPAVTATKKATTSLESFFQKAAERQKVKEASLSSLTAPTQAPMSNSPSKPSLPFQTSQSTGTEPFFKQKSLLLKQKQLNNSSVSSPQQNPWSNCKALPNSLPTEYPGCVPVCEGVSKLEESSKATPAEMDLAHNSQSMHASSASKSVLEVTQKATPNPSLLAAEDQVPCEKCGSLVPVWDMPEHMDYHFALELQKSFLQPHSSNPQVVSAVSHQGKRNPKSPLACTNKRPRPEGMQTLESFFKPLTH
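Pol eta at 10 nM preincubated with compounds 15 min at room temperature; reaction started with fluorescent substrate (50 nM final) and read kinetically at 0 and 10 min.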
Pol kappa inh – qHTS for Inhibitors of Polymerase Kappa | Potency, µM (titrated, usually from 107 µM), inactives show at the highest dose activity, negative = inhibition, usual class: inhibitors | DNA polymerase kappa (Homo sapiens), Q9UBT6 | purified Pol kappa, fluorescent DNA synthesis assay, 10 min | AID 588579, 2011 | hit rate 0.53% among 400,000; also: potency is read from the fitted curve at half-maximal effect; % is scaled to controls: 0 for no effect and ±100 for the full control effect
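Readout: fluorescence, taken kinetically at 0 and 10 min. Conditions: 10 nM Pol kappa, 15 min RT compound preincubation, 50 nM substrate final. Controls: enzyme-free buffer wells.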
APE1 inh – qHTS Assay for Inhibitors of the Human Apurinic/apyrimidinic Endonuclease 1 (APE1); DNA repair nuclease/redox regulator APEX1 (Homo sapiens), P27695; recombinant APE1, TAMRA/BHQ-2 abasic DNA cleavage fluorescence; Potency, µM (highest dose often 65.8 µM), without a hit: at the top dose activity change, negative = inhibition, actives largely listed as inhibitors; hit rate 0.35% among 350,000; AID 2517, 2012;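 also: potency is read from the fitted curve at half-maximal effect; plate controls were vehicle for no effect and reference inhibitor for full effect; nearly all actives have a fitted effect of over 55% in size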
Target sequence (P27695 whole entry, looked up): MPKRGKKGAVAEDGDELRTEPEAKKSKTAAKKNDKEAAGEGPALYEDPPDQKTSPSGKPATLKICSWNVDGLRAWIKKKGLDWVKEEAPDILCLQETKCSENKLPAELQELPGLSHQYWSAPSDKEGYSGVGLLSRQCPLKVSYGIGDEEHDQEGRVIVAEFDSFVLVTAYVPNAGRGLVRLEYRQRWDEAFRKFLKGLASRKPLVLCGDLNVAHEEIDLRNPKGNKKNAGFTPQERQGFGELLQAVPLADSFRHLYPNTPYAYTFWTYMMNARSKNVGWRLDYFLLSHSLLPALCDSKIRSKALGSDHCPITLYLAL
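Activity was derived from the fluorescence gain between first and third kinetic reads (60 s intervals, ex 525/em 598 nm) after 50 nM THF-abasic TAMRA/BHQ-2 duplex was added to 0.75 nM APE1 preincubated 15 min with compound.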
ERG-DNA inh – qHTS for Small Molecule Inhibitors of the ERG Ets/DNA interaction. Potency, µM (highest dose often 76.9 µM), inactives show at the highest dose FP activity, negative = inhibition, hits mostly inhibitors. hit rate 0.028% among 370,000. fluorescence polarization, His-ERG Ets domain / labelled DNA. Transcriptional regulator ERG (Homo sapiens), P11308; active = well fitted inhibition curve with a large enough effect in the polarisation, with a control signal flat; inconclusive = small, poorly fitted or top-dose-only effect, or effect the other way, or a change in a side signal; inactive = no such curve, though single readings can be large or run the other way; the % refers to the polarisation;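 also: polarization taken with two DNA probes labelled with fluorescein and Texas red; potency is read from the fitted curve at half-maximal effect; % of control where 0% means no effect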
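His-tagged ERG Ets domain (1 uM in the protein solution; 300mM KCl, 50mM Tris-HCl, 1mM EDTA, 1mM DTT, pH 7.5) received compound, then a probe mix of 5 nM fluorescein-DNA and 100nM Texas-615-DNA. Fluorescence polarization was read for both dyes.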
An asterisk follows results filed as active; ? = inconclusive; . = not tested or not shown; & = joins results of further samples; [ ] = dose if it differs, or a comment. Unless noted, calls follow the shape of the dose curve; as a rule, active = well fitted curve in the direction sought with a large enough effect; inconclusive = small, poorly fitted or top-dose-only effect, or another doubt; inactive = no such curve, though single readings can be large; an effect the other way counts as inactive or inconclusive. Some of the compounds tested, so the mix of outcomes need not match the whole.

SMILES | Pol kappa inh | ERG-DNA inh | Anesthetic bind | Pol eta inh | ALOX12 inh | APE1 inh | Pol beta inh | RGS4 inhibitor | LDHA inh
COc1ccc(-c2nn(CCC#N)cc2C(=O)Nc2ccccc2Br)cc1[N+](=O)[O-] | -22% | -4% | -7% | -7% | 0% | -3% | -10% | -5% | -4
CC(=O)N[C@@H]1CC[C@@]2(O)[C@H]3Cc4ccc(O)c5c4[C@@]2(CCN3CC2CC2)[C@@H]1O5 | -6% | 7% | . | -3% | 0% | 10% | . | 3% | -9
CC1(C)C2CC=C(CN3CCC(O)CC3)C1C2 (stereo not given) | -2% | -7% | -4% | -4% | ? | -1% | -8% | -17% | -6
COC(=O)C1=C(c2cc3ccccc3s2)C[C@@H]2CC[C@H]1N2C(=O)NCc1ccco1 | -16% | 2% | . | -16% | ? | . | . | -18% | 0
O=c1c2ccccc2nc(/C=C/c2ccc(O)cc2)n1-c1ccccc1O | 10% | -5% | -2% | -18% | ? | -2% | 0% | -15% | 0
CC/C(=N\Nc1cccc2ccccc12)c1c(O)[nH]c(=O)[nH]c1=O | -15% | -5% | -8% | -9% | ? | -7% | -2% | ? | 26
CCOc1ccccc1N1C(=O)CC(=O)NC1=O | 2% | -7% | 4% | 1% | 6% | -4% | 16% | -24% | -30*
COc1cc2c(c(OC)c1OC)-c1ccc(OC)c(=O)cc1C(NC(C)=O)CC2 (stereo not given) | -3% | 16% | -8%&6% | -10% | 2%&-21% | -18%&0% | 15% | 5% | 1&12
CCOC(=O)C1(c2ccccc2)CCN(CCC(=O)Nc2ccccc2OC)CC1 | 10% | 5% | -5% | -24% | 2% | -11% | -3% | -24% | 0
CCc1nccc2c1[nH]c1ccccc12 | 9% | -24% | . | -7% | 14%&-4% | 4% | . | 18% | 1
C[C@@H]1O[C@H](C[N+](C)(C)C)CS1 | 11%[60.1 µM] | . | . | -3%[57.1 µM] | . | 1% | -7%[57.1 µM] | ? | .
COc1cc(OC)c2c(c1)O[C@@H](c1ccc(OC)c(OC)c1)[C@H](O)C2 | -12% | 3% | -18% | -6% | 11% | -8% | 17% | 7% | 0
C/C=C/c1ccc2c(c1)OCO2 | 2% | ? | 1% | -15% | -7% | -4%&-4%&3%&0% | . | 5% | -14&-1
CC(C)(C)c1ccc(C(=O)C2CCCN(Cc3ccon3)C2)cc1 (stereo not given) | -6% | -1% | -6% | 3% | 1% | -2% | 0% | 30% | -6
O=c1cccc2n1CC1CNCC2C1 (stereo not given) | 13% | 10% | -2% | -6% | 16% | -5%&-4%&0% | -8% | 1% | -2
CCCC12CN3CCN(CC(C3)/C1=N\NC(=O)c1ccncc1)C2 | 2% | -1% | -4% | -20% | -6% | -2% | 30% | -16% | 2
CCN(CC)P(=O)(NC(=O)c1cccn1C)N(CC)CC | -7% | -4% | 2% | 3% | -11% | 14% | 31% | 34% | -7
CC[C@H](Oc1ccc(Cl)cc1)C(=O)OC1C[C@H]2CC[C@@H](C1)N2C (stereo not given in full) | -6%[19.4 µM] | . | . | . | 0% | -12% | . | 176%[activator][56.9 µM] | .
CC(C)(C)NC(=O)Cn1cc(C(=O)c2ccccc2F)c2ccccc21 | -3% | -8% | -10% | -11% | 0% | -2% | 1% | -13% | -7
CN(C)[C@@H]1C(=O)C(C(N)=O)=C(O)[C@@]2(O)C(=O)C3=C(O)c4c(O)cccc4[C@@](C)(O)C3C[C@@H]12 (stereo not given in full) | 79µM* | 1% | . | -5% | ? | 0% | . | -12% | -3

Next section:
SMILES | Pol kappa inh | ERG-DNA inh | Anesthetic bind | Pol eta inh | ALOX12 inh | APE1 inh | Pol beta inh | RGS4 inhibitor | LDHA inh
CCN(C(=O)COC(=O)Cc1ccccc1)c1c(N)n(Cc2ccccc2)c(=O)[nH]c1=O | -17% | -1% | . | -16% | 7% | -11% | . | -10% | -9
COc1ccc(CN2C(=O)NC(=O)/C(=C/c3ccc(OC)c(OC)c3OC)C2=O)cc1 | -5% | -5% | -12% | -9% | ? | -16% | 20% | ? | -15
COc1ccc(CC2C(=O)NC(=O)NC2=O)c(OC)c1 | -3% | -6% | 2% | -14% | ? | -1% | 2% | -8% | 7
O=C(c1ccc2c(c1)ncn2C1CCCCCC1)N1CCC2(CC1)OCCO2 | -3% | 3% | -10% | -14% | 262%[activator] | -1% | 34% | -4% | -7
Cn1c(O)c(C=NC2CC3CCC2(C)C3(C)C)c(=O)[nH]c1=O (stereo not given) | 0% | -3% | ? | -9% | -2% | 5% | 8% | -22% | -3
O=c1[nH]c(=S)n(Cc2ccc(F)cc2)c(O)c1/C=N/N1CCCCCC1 | -9% | 0% | -1% | -2% | 35µM* | 3% | 8% | -14% | -11
O=C1NC(=O)C(=Cc2ccc(SC3CCCCC3)o2)C(=O)N1 | -90% | 29% | ? | 20µM* | 22µM* | ? | 20µM* | -70%[11.4 µM] | -1
O=C(c1ccccc1)c1ccc(N=Nc2c(O)[nH]c(=O)[nH]c2=O)cc1 | ? | -9% | -8% | ? | -21% | 4% | ? | -7%[56.9 µM] | -6
Cc1cccc(-n2c(/C=C/c3cccc4ccccc34)nc3ccccc3c2=O)c1 | -5%[60.1 µM] | -3% | -14% | -17% | 7% | . | 24% | 11% | -3
COC(=O)C1=C(c2cc3ccccc3s2)C[C@@H]2CC[C@H]1N2C(=O)NCc1ccccc1 | -14% | -4% | . | -6% | ? | . | . | 16% | -1
O=C(/C=C/c1ccccc1)NC(NC(=S)Nc1cccc2cccnc12)C(Cl)(Cl)Cl (stereo not given) | ? | . | -4% | . | 0% | 6% | . | . | .
Cc1cc(OC(C)C(=O)NCC(O)c2ccccc2)c2c3c(c(=O)oc2c1)CCCC3 (stereo not given) | 4% | -12% | ? | -10% | 0% | -13% | 2% | 4% | 0
Brc1c(NC2=NCCN2)ccc2nccnc12 | -11%[60.1 µM] | . | 48%[activator] | ? | ? | -4%&6%&-1%&-4%&-3% | -14% | 19µM* | 15
CN(C)CCC=C1c2ccccc2CCc2ccccc21 | 5%[60.1 µM] | -1% | -12% | 0%[57.1 µM] | -2% | 49%[activator] | -10% | -13%[56.9 µM] | -7
CCOc1ccc(N2C(=O)NC(=O)/C(=C\c3ccc(N4CCOCC4)cc3C)C2=O)cc1 | 1% | 24% | -8% | -10% | ? | -6% | -3% | -52% | 6
c1ccc(CCN2CCC3(CC2)OCCO3)cc1 | 0% | 2% | . | -20% | ? | . | . | -6% | 2
CCN1C[C@]2(COC)CC[C@H](O)[C@]34C1[C@](O)([C@@H](OC)[C@H]23)[C@@]1(O)C[C@H](OC)[C@H]2C[C@@H]4[C@@H]1[C@H]2OC | 3% | -11% | . | -10% | 11% | 33% | . | -9% | -4
Cc1ccccc1N1C(=O)NC(=O)/C(=C\c2cc(C)n(C)c2C)C1=O | 2% | -1% | -12% | -13% | ? | 5% | 4% | 7% | 1
COC(=O)C1=C(c2cccc(C#N)c2)C[C@@H]2CC[C@H]1N2C(=O)N1CCOCC1 | 16% | 2% | . | -10% | 22% | 52%[activator] | . | -14% | 0
NP(=O)(Oc1ccccc1)c1ccccc1 (stereo not given) | -18% | -7% | . | -13% | -11% | . | . | 33% | 0

Next records
SMILES | Pol kappa inh | ERG-DNA inh | Anesthetic bind | Pol eta inh | ALOX12 inh | APE1 inh | Pol beta inh | RGS4 inhibitor | LDHA inh
Oc1ccccc1/C=N/NP(=S)(c1ccccc1)c1ccccc1 | -7% | 1% | 38%[activator] | -22% | 20% | -12% | 11% | -20% | -2
CCOc1cc2c(cc1OCC)-n1cccc1C(c1ccc(F)cc1)NC2 (stereo not given) | 4% | -3% | -18% | -11% | -19% | 1% | -6% | -11% | 1
CCN(CC)CCN=Cc1c(O)n(Cc2ccco2)c(=O)[nH]c1=O | -7% | 1% | -2% | 0% | 0% | 4% | 21% | -20% | -7
CN(C)c1nc(-c2ccccc2)[n+](C)s1 | -5% | 6% | -5% | -7% | ? | -5% | -20% | ? | 0
Cc1cc(=O)oc2c(C)c(OCC(=O)N3C[C@H]4C[C@@H](C3)c3cccc(=O)n3C4)ccc12 | -4% | -5% | -3% | -14% | 29% | 8% | -15% | 20% | 0
CC1(C)Cc2c(C#N)c(N3CCNCC3)nc(-c3ccco3)c2CS1 | -6% | -17% | 3% | -14% | ? | -2% | 2% | -16% | -4
Cc1c(C(=O)O)cccc1-n1c(C)cc(/C=C2\C(=O)NC(=O)N(c3ccc4c(c3)OCO4)C2=O)c1C | 45µM* | 6% | -11% | 5µM* | ? | 14µM* | 11µM* | -17% | -6
COc1ccc(OCC(=O)N2CCN(Cc3cc(=O)n4nc(-c5ccc(OC)cc5)sc4n3)CC2)cc1 | -14%[60.1 µM] | 0% | 53%[activator] | -6% | -13% | . | -1% | 8% | -5

Screens as filed in PubChem BioAssay.
